Bioassay records: PubChem BioAssay, National Center for Advancing Translational Sciences (NCATS)
AmpC inh no detg: qHTS Inhibitors of AmpC Beta-Lactamase (assay without detergent). 0.52% of 330,000 active. AmpC nitrocefin hydrolysis, absorbance 480 nm, 0.0001% Triton. Potency, µM (titrated, usually from 57.1 µM), inactives show top-dose activity change, negative = inhibition, most hits filed as inhibitors. P00811;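 note: potency is the fitted concentration of half-maximal effect; plate controls were no compound for no effect and no enzyme for full effect; nearly all actives have a fitted effect of over 20% in size; some results filed as inactive show a strong effect at the top dose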
Target sequence (P00811 whole entry, looked up): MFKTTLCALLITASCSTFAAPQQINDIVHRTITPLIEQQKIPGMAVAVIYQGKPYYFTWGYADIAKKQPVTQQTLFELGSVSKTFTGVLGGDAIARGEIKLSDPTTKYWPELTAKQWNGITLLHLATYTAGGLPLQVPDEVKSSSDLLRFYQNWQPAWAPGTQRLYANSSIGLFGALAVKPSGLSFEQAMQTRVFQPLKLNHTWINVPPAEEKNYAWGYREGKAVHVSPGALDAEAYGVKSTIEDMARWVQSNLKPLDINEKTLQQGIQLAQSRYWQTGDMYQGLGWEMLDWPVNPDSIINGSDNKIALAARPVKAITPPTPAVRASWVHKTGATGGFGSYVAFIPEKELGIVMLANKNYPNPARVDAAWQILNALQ
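20 mM phosphate pH 7.0 + 0.01% (detergent screen) or 0.0001% Triton X-100; 5.3 nM AmpC reagent; cpd preinc 15 min RT; nitrocefin (800 uM stock) to start; A480 q20 s × 4 min; Activity was normalised to no-enzyme and no-compound control wells.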
AmpC detergent: qHTS Inhibitors of AmpC Beta-Lactamase (assay with detergent). AmpC hydrolysis of nitrocefin, absorbance 480 nm, 0.01% Triton. Potency, µM (series often up to 114 µM), without a hit: at the highest dose activity change, negative = inhibition, most hits filed as inhibitors. 0.041% of 370,000 active;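 note: potency is the fitted concentration of half-maximal effect; 0% = no-compound wells and -100% = no-enzyme wells; nearly all actives have a fitted effect of over 25% in size; some results filed as inactive show a strong effect at the top dose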
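AmpC (5.3 nM in the dispensed reagent) in 20 mM phosphate pH 7.0 with 0.01% (detergent screen) or 0.0001% Triton X-100 was preincubated with compounds for 15 min at room temperature. Nitrocefin was then added from an 800 uM solution, and hydrolysis was followed at 480 nm.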
HCV inh: qHTS Assay for Inhibitors of Hepatitis C Virus (HCV) | 3.4% of 340,000 active | Potency, µM (highest dose often 41.8 µM), without a hit: at the top dose activity change, negative = inhibition, hits mostly inhibitors | AID 651820, 2012 | Huh7.5.1 HCVcc-Cre infection, luciferase reporter, 44 h; note: potency is the fitted concentration of half-maximal effect
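Seed cells (1,000/well) for 4 h; treat with compound and infect with HCVcc-Cre, moi about 0.5. Incubate 44 h, then detect luciferase activity.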
AMA1-RON2 inh: qHTS for Inhibitors of AMA1-RON; Towards Development of Antimalarial Drug Lead: Primary Screen; AlphaScreen AMA1-biotinylated RON2 peptide binding; Plasmodium falciparum AMA1 (3D7) - RON2 peptide interaction; AID 720542, 2013; 0.2% of 360,000 active; Potency, µM (series often up to 58.2 µM), for inactives: at the highest dose activity change, negative = inhibition, actives largely listed as inhibitors;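 note: potency is the fitted concentration of half-maximal effect; 0% = vehicle wells and -100% = peptide control; nearly all actives have a fitted effect of over 45% in size; some results filed as inactive show a strong effect at the top dose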
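AMA1 (3D7) with his tag at 25 nM final met compounds first, then biotinylated RON2 peptide at 25 nM; detection used donor plus acceptor beads, 10 µg/mL apiece, read by AlphaScreen after 30 min at room temperature.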
TbPYK inhibitor: qHTS of Trypanosoma Brucei Inhibitors; AID 624173, 2012; Potency, µM (doses to about 76.8 µM), without a hit: at the top dose activity, negative = inhibition, actives largely listed as inhibitors; TbPYK enzyme, Kinase-Glo Plus ATP luminescence, 45 min; pyruvate kinase (Trypanosoma brucei), Q57TT1; 0.12% of 410,000 active; note: potency is the fitted concentration of half-maximal effect; nearly all actives have a fitted effect of over 50% in size
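Luminescent Kinase-Glo Plus end-point after 45 min room-temperature reaction of T. brucei pyruvate kinase started with 130 uM ADP (final). Buffer TEA 50 mM pH 7.2 with KCl, MgCl2, BSA, Tween-20; titration-based qHTS with fitted concentration-effect curves.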
LmPK inhibitor: qHTS Assay for Inhibitors of Leishmania Mexicana Pyruvate Kinase (LmPK); Q27686; 0.37% of 290,000 active; purified LmPK, Kinase-Glo ATP luminescence, 1 h; Potency, µM (highest dose often 57.5 µM), inactives show at the highest dose activity change, negative = inhibition, actives largely listed as inhibitors; note: potency is the fitted concentration of half-maximal effect
Target sequence (Q27686 whole entry, looked up): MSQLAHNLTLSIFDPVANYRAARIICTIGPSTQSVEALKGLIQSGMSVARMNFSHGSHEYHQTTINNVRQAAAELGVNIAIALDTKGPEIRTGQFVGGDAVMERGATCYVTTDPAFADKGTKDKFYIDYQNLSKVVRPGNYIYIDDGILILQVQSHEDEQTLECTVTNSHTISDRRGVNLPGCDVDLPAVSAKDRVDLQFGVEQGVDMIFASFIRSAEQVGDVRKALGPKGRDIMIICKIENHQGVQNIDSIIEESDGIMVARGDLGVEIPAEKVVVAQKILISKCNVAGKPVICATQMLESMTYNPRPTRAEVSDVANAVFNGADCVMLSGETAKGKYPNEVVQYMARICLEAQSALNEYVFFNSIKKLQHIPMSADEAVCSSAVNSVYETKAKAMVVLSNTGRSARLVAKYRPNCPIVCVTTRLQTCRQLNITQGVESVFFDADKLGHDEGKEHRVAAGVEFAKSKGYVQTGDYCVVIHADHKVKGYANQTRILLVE
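Purified LmPK (0.1 nM) with 0.5 mM PEP and 0.1 mM ADP in imidazole buffer pH 7.2 with MgCl2/KCl, 1 h at room temperature. ATP formed was read by luciferase luminescence and normalized to no-enzyme and uninhibited controls.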
HCMV inh: qHTS Assay for inhibitors of the human cytomegalovirus (HCMV) | activity change, negative = inhibition, % at 57.5 µM | HFF cells, HCMV-luciferase reporter, 72 h; hits give low values | 4.5% of 410,000 active; in the data active = activity change below about -60%; inconclusive = no clear call, values can overlap the other calls; inactive = above about -39%
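Cell-based, HFFs, 1000 cells/well, 16 h 37C; cpds in DMSO + HCMV-luc, MOI 1 PFU/cell; 72 h 37C; OneGlo luminescence after 5 min RT; norm. to buffer vs Salinomycin 10uM.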
The depositor's hits bear a star; ? = inconclusive; . = not tested or not shown; [ ] = remark or other dose. Unless noted, calls come from the whole dose curve; as a rule, active = well fitted curve in the direction sought with a large enough effect; inconclusive = small, poorly fitted or top-dose-only effect, or another doubt; inactive = no such curve, though single readings can be large; an effect the other way counts as inactive or inconclusive. Unless noted, % is set by controls: 0 for no effect and ±100 for the full control effect.

| SMILES | TbPYK inhibitor | AmpC detergent | HCV inh | AMA1-RON2 inh | HCMV inh | AmpC inh no detg | LmPK inhibitor |
| --- | --- | --- | --- | --- | --- | --- | --- |
| Cc1ccc(C(=O)OC(C)CN2C(C)CCCC2C)cc1 (stereo not drawn) | -5% | -16% | 5% | -3% | -36 | -11% | -6% |
| Cc1sc2ncnc(NCCCn3ccnc3)c2c1C | 5% | ? | 7% | -10% | -32 | -4% | -5% |
| CCCS(=O)(=O)c1nc(S(=O)(=O)c2ccc(C)cc2)c(N2CCN(CC)CC2)s1 | 1% | -7% | 16% | -1% | -80* | 101%[activator] | -4% |
| CN(C(=O)c1ccc2nc(N)sc2c1)c1ccccc1 | -2% | ? | 4% | 4% | -11 | -23% | -1% |
| Cc1ccc(CC(CC(=O)NCCc2ccc3c(c2)OCO3)C(=O)O)cc1 (stereo not drawn) | . | -3% | 10% | -1% | -6 | -6% | 7% |
| CCOC(=S)SCC(=O)Nc1ncc(C)s1 | -4% | -7% | ? | 6% | 0 | -19% | 2% |
| CCc1nc2c(OCCn3cccc3)cccn2c1N(C)C(=O)c1ccco1 | 1% | . | . | -8% | 33 | . | . |
| O=C(COc1ccc2ccccc2c1)Nc1cccnc1Cl | -6% | ? | -7% | -6% | -6 | -12% | 1% |
| C[C@H](O)CNC(=O)c1[nH]cnc1C(=O)Nc1cccc(Cl)c1 | -12% | . | . | 84%[activator] | -18 | . | . |
| CCOC(=O)c1c(C)oc2ncnc(Nc3cccc(C(F)(F)F)c3)c12 | 6% | 12% | . | . | 8 | . | . |
| CCCCN(C)CCNC(=O)CCNC(=O)Cn1ccc2ccccc2c1=O | 4% | 2% | 6% | -13% | -39 | -19% | 5% |
| COc1ccc(NCc2nnc(SCC(=O)Nc3ccccc3OC)o2)cc1 | 3% | -1% | -2% | -3% | 6 | -8% | 10% |
| CCOC(=O)c1cnc(-n2nc(C)cc2C)nc1NNc1nc(C)cc(C)n1 | 2% | -2% | ? | 57%[activator] | -21 | -8% | 4% |
| Nc1ccc2c(c1)C(=O)Cc1ccccc1S2 | 3% | ? | 2% | 12% | ? | -26% | -3% |
| COC(=O)C1=C(C(=O)OC)[C@@H]2Nc3ccccc3[C@@]23C[C@@H](C(=O)OC)N(C(=O)NC2CCCCC2)C3=N1 | 3% | . | 4% | 12% | -27 | . | . |
| COc1ccc(C(=O)CCC(=O)N2CCN(c3ccc(N4CCOCC4)nn3)CC2)cc1 | -1% | -1% | -4% | -1% | -29 | 18% | 3% |
| O=C(Nc1cccc(C(=O)N2CCCCC2)c1)c1ccccc1Br | 5% | ? | 3% | -12% | 4 | 2% | -3% |
| CCCCOc1ccccc1C1C(C(=O)OC)=CN(CC)C=C1C(=O)OC | -6% | 0% | -20% | 58%[activator] | ? | 55% | 0% |
| O=C(Nc1nnc(-c2ccc3c(c2)OCCO3)o1)C1CCCCC1 | -5% | -1% | 18% | 80%[activator] | 10 | -9% | -5%[11.5 µM] |
| CC(C)(Oc1ccc(CCNC(=O)c2ccc(-c3ccc(Cl)cc3)o2)cc1)C(=O)O | 6% | 1% | -13% | 1% | -19 | -21% | 10% |

Compound profiles, from the list above.
Shown for CCOC(=O)c1c(C)oc2ncnc(Nc3cccc(C(F)(F)F)c3)c12 : TbPYK inhibitor: 6%; AmpC detergent: 12%; HCV inh: .; AMA1-RON2 inh: .; HCMV inh: 8; AmpC inh no detg: .; LmPK inhibitor: .
Shown for CCCCOc1ccccc1C1C(C(=O)OC)=CN(CC)C=C1C(=O)OC : TbPYK inhibitor: -6%; AmpC detergent: 0%; HCV inh: -20%; AMA1-RON2 inh: 58%[activator]; HCMV inh: ?; AmpC inh no detg: 55%; LmPK inhibitor: 0%

Next section:
| SMILES | TbPYK inhibitor | AmpC detergent | HCV inh | AMA1-RON2 inh | HCMV inh | AmpC inh no detg | LmPK inhibitor |
| --- | --- | --- | --- | --- | --- | --- | --- |
| COc1cc(NC(=O)C2=C(C)OCCS2)c(Cl)cc1C(=O)NCCCN1CCCC(C)C1 (stereo not drawn) | 4% | . | . | 0% | -15 | . | . |
| O=C(CC(NC(=O)OCc1ccccc1)c1nn[nH]n1)OCc1ccccc1 (stereo not drawn) | 4% | . | . | -1% | 12 | . | . |
| O=C1CSCC(=O)N1Cc1ccc(Cl)cc1Cl | 2% | -2% | 10% | 19% | -7 | -28% | 2% |
| CCSc1nnc(Cc2cc(=O)[nH]c(=O)[nH]2)n1-c1ccc(Cl)cc1 | 1% | 3% | 7% | 3% | 12 | -27% | -2% |
| Cc1cc(-c2ccc(C)c(S(=O)(=O)NCCCN3CCCCCC3)c2)on1 | 1% | -1% | -13% | -2% | -5 | 46% | 4% |
| C=C(C)C(=O)N1CC2(CC(c3cccc(NC(=O)/C(C)=C\C)c3)=NO2)C[C@H]1C(N)=O (stereo partly drawn) | 3% | -2% | 33%[activator] | 49%[activator] | 15 | 7% | -3% |
| COc1cccc(C2=NOC(C(=O)NCC3CCCO3)C2)c1 (stereo not drawn) | 2% | 6% | 6% | -1% | 14 | -21% | 2% |
| CN1CCc2c(sc3c2C(=O)NC(c2ccc(OC(=O)c4ccccc4)cc2)N3)C1 (stereo not drawn) | 2% | 7% | . | . | 199 | . | . |
| COc1ccc(C2CC(c3ccc4ccccc4c3OC(C)=O)=NN2C(C)=O)cc1 (stereo not drawn) | 0% | -4% | ? | 3% | 159 | 89%[activator] | -3% |
| Cc1sc(NC(=O)CCCCC(=O)Nc2sc(C)c(C)c2C(=O)O)c(C(=O)O)c1C | 9% | . | 2% | -2% | -5 | . | . |
| CCc1nc2ccc(C(=O)NCc3ccccc3OC)cn2c1N(C)Cc1ccc(N(C)C)cc1 | -9% | . | . | 14µM* | -1 | . | . |
| O=c1[nH]c(SCc2ccc(Cl)cc2)nc2c1CCC2 | 3% | ? | -7% | 10% | 38 | -16% | -5% |
| CCOc1ccccc1NC(=O)C(=O)NCC(c1cccnc1)N1CCN(c2ccccc2)CC1 (stereo not drawn) | 0% | -3% | . | . | -21 | . | . |
| COc1ccccc1/C=C/CN1CCCC(CO)(CCc2ccccc2)C1 (stereo not drawn) | -3% | ? | -1% | 0% | 39 | 23% | 2% |
| O=C(N/N=C/c1ccc(O)c(O)c1)c1ccc(-n2cnnn2)cc1 | 0% | 7% | ? | 0% | 4 | -19% | . |
| O=C(O)CCC1=C2c3ccccc3CCN2C(=O)CC1 | 10% | -8% | 10% | -5% | 29 | -23% | -13% |
| CCc1cc(CNC(=O)CCc2nnc(Cc3cccc(C)c3)o2)on1 | -2% | -6% | 24% | -2% | -32 | 12% | -2% |
| CCN(C(=O)COC(=O)c1ccc(Cl)c(N)c1)C1CCS(=O)(=O)C1 (stereo not drawn) | 0% | -2% | -7% | 6% | -28 | -20% | 0% |
| Cc1ccc(O)c(C(=O)CC(=O)c2cccc(F)c2)c1 | 2% | -5% | ? | 39%[activator] | 29 | 20µM* | 2% |
| COc1ccc2sc(-c3ccc(N(C)C)cc3)c(-c3ccc4cc[nH]c4c3)c2c1 | 1% | . | ? | -24% | -22 | -36% | . |
| CCn1c(CCCCc2n[nH]c(=S)n2CC)n[nH]c1=S | -23% | 5% | 7% | 120%[activator] | 17 | -8% | 3% |
| CC(C)C[C@H](NC(=O)C1(c2ccccc2)CCN(C(=O)[C@H]2CSCN2C(=O)OC(C)(C)C)CC1)C(=O)O | 2% | 0% | 21% | -5% | 55 | -13% | 5% |
| COc1ccc(C(=S)N2CCCC2)cc1 | 0% | 13% | ? | -12% | -1 | 0% | 0% |
| O=C(O)/C=C/C(=O)Nc1ccc(Oc2ncnc3cc(Cl)ccc23)nc1 | 3% | 2% | 6% | -3% | . | -21% | 8% |
| CCN(CC)CCN(C(=O)c1ccco1)c1nc2ccc(Br)cc2s1 | -1% | 18% | . | . | -21 | . | . |
| COc1ccc(/C=N/NC(=O)CSc2ccccc2)cc1OC | -17% | 3% | -1% | 9% | -25 | -25% | -1% |
| CCN(Cc1ccc(OC)c(COC)c1)CC1CCCN(CCc2cccc(OC)c2)C1 (stereo not drawn) | -2% | 0% | 7.9µM* | -11% | -75* | 97%[activator] | 0% |
| Cc1ccc(C2=[N+]([O-])C(C)(C)CC2)cc1 | -5% | -4% | -3% | 0% | -23 | -25% | 4% |
| CN(c1ccccc1C(=O)N1CCCC1)S(C)(=O)=O | -1% | -4% | 9% | 5% | -6 | -6% | -6% |
| CC(C)(C)OC(=O)N1CCC(CNC(=O)Nc2ccccc2)CC1 | -4% | -3% | 6% | 0% | -35 | 13% | 5% |
| CC(=O)Nc1c(-c2ccccc2)nc2cc(C)ccn12 | 1% | 0% | 2% | 2% | -22 | -11% | 9% |
| COc1cccc(C#Cc2ccc3c(c2)O[C@H](CN(C)S(=O)(=O)c2ccccc2F)[C@H](C)CN([C@H](C)CO)S3(=O)=O)c1 | 0% | . | . | -11% | 3 | . | . |
| Cc1cc(Br)cn2c(Cc3ccsc3)c(-c3ccco3)nc12 | ? | . | . | ? | 57 | . | . |
| CCn1c(=O)c2cc(C(=O)NCCN(C)C)sc2c2ccccc21 | -2% | -1% | 10µM* | 6% | 2 | 6% | -2% |
| COc1ccc(C(=O)/C=C/Nc2ccc(S(=O)(=O)Nc3ncccn3)cc2)cc1 | . | -4% | 16% | . | . | -11% | 2% |
| CCOC(=O)C1=C(C)NC(=O)NC1c1ccoc1 (stereo not drawn) | 2% | -14% | 22% | -10% | 39 | 30% | 3% |
| CCOc1ccc(Cl)cc1C(c1c(C)[nH][nH]c1=O)c1c(C)[nH][nH]c1=O | 0% | 0% | 15% | -1% | -12 | -37% | 4% |
| Cc1nc([N+](=O)[O-])c(C(=O)O)n1C | 3% | -5% | 13% | 4% | -20 | -12% | 3%[11.5 µM] |
| COc1cccc(Nc2nc(CC(C)=O)ns2)c1 | -5% | -14% | -11% | 19% | 71 | -25% | -3% |
| CS(=O)(=O)N1CCCC(C(=O)Nc2cccc(F)c2)C1 (stereo not drawn) | -2% | -9% | 5% | 11% | 16 | -9% | -1% |
| CCOc1ccc(S(=O)(=O)n2c(C)nc3ccccc32)cc1 | -4% | 3% | ? | -2% | -25 | -1% | -3% |
